S3 lipid droplet – qHTS Assay for Lipid Storage Modulators in Drosophila S3 Cells; lipid storage change, negative = inhibition, % at the top dose, mostly 46.1 µM; hits show Potency in µM; 320,000 tested, 0.64% active; AID 2685; Drosophila S3 cells, BODIPY lipid droplet fluorescence, 18-24 h; cells fed with added oleic acid; active = well fitted inhibition curve with a large enough effect in the signal ratio, with a control signal flat, not every such curve was filed as active; inconclusive = small, poorly fitted or top-dose-only effect, or effect the other way, or a change in a side signal; the % refers to the signal ratio
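Drosophila S3 cells got compounds at several concentrations plus oleic acid (400 uM solution). Laser-scanning cytometry with 488 nm excitation read lipid droplets at 500-530 nm and cells at 575-640 nm. Percent activity was relative to 20 uM Triacsin C.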
S3 lipid droplet cell count max – recorded beside S3 lipid droplet, whose call it bears; cell number change, %; measured here: cell count max response;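 cells counted by Cell Tracker Red CMTPX staining in the red channel; peak over a dose series mostly up to 46.1 µM; percent activity relative to internal control wells on each plate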
* = called active by the depositor; i = inactive; ? = inconclusive; / = not tested or not shown; [ ] = remark or other dose. % is set by controls: 0 for no effect and ±100 for the full control effect; potency is the fitted concentration of half-maximal effect.

entry	smiles	S3 lipid droplet	S3 lipid droplet cell count max
1	CC(C)CC(=O)NC(=S)Nc1cc(C(F)(F)F)ccc1N1CCOCC1	7%	0
2	Cc1nn(CC(=O)Nc2nccs2)c(C)c1[N+](=O)[O-]	?	/
3	CCN(CC)S(=O)(=O)c1ccc(NC(=O)Cn2c(=O)sc3ccccc32)cc1	?	/
4	CCOc1ccc(C(=O)Nc2nc(C)c(C(=O)OC)s2)cc1	14%	-1
5	CCN(CC)C(=O)c1ccc(CS(=O)(=O)c2ccc(OC)cc2)o1	?	/
6	COc1ccc(-c2cccc(NS(=O)(=O)c3cc([N+](=O)[O-])ccc3C)c2)nn1	?	/
7	O=C(Cn1cnc([N+](=O)[O-])n1)N/N=C/c1cccc2ccccc12	-1%	-1
8	CC(C)NC(=O)c1ccc(NC(=O)CC2SC(N3CCCCC3)=NC2=O)cc1 (stereo not drawn)	4%	3

Quoted from above, nos. 7–8
entry	smiles	S3 lipid droplet	S3 lipid droplet cell count max
7	O=C(Cn1cnc([N+](=O)[O-])n1)N/N=C/c1cccc2ccccc12	-1%	-1
8	CC(C)NC(=O)c1ccc(NC(=O)CC2SC(N3CCCCC3)=NC2=O)cc1 (stereo not drawn)	4%	3

The results go on.
entry	smiles	S3 lipid droplet	S3 lipid droplet cell count max
9	COc1ccccc1NC(=O)C(=O)Nc1ccc2c(c1)N(C(=O)C1CC1)CCC2	?	/
10	CCCCNC(=O)CSc1nc2cc3c(cc2c(=O)n1CCCC(=O)NCCc1ccc(OC)c(OC)c1)OCO3	1%	9
11	COC(=O)Cc1cc(=O)n2[nH]c(C)c(-c3ccccc3)c2n1	-8%	-2
12	Cc1cc(F)ccc1NCc1ccncc1	?	/
13	CC(C)C(NS(=O)(=O)c1cccc2nsnc12)C(=O)NCc1ccc2c(c1)OCO2 (stereo not drawn)	?	/
14	COc1ccccc1N1C(=O)[C@@H]2[C@H](C1=O)[C@H](C(=O)c1ccc(OC(C)=O)cc1)N1N=CC=C[C@@H]21	?	/
15	CCCN1Cc2cccc(C(=O)N3CCN(c4ccc(F)cc4)CC3)c2C1=O	i	/
16	CCC(C)(C)NC(=O)C(c1cccn1C)N(C(=O)Cn1nnc2ccccc21)c1ccc(OC)cc1 (stereo not drawn)	9%	-1
17	CCCCNC(=O)c1ccc(NS(=O)(=O)c2ccc3[nH]c(=O)[nH]c3c2)cc1	?	/
18	Cc1cc2nc3n(c2cc1C)CC1CC(C(=O)NCCc2cccs2)N(C)C31 (stereo not drawn)	2%	12
19	COc1ccc(-c2csc3ncnc(N4CCN(S(=O)(=O)c5ccc(Cl)s5)CC4)c23)cc1	19%	/
20	COc1ccc(C(C(=O)NC2CCCC2)N(C(=O)c2ccoc2C)c2cc(C)cc(C)c2)cc1 (stereo not drawn)	?	/
21	CC(C)CNC(=O)Nc1ccc(F)c(Cl)c1	-5%	-1
22	Cc1ccc(-c2sc(-c3cccnc3)nc2CC(=O)O)cc1	9%	-20
23	CC(C)(C)c1ccc(/C=N/NC(=O)C(=O)NCCCN2CCOCC2)cc1	-12%	-4
24	CC(NC(=S)N1CCN(c2ccccc2)CC1)c1ccccc1 (stereo not drawn)	?	/
25	Cc1nc2ccccn2c1C(=O)NC1CCCCC1	?	/
26	CC(C)OCCCNC(=O)c1ccc(NC(=O)C2CCCO2)cc1 (stereo not drawn)	-6%	-8
27	CCOC(=O)c1sc(NC(=O)Nc2ccccc2F)nc1C	27%	-7
28	CN1C/C(=C/c2cccnc2)C(=O)/C(=C/c2cccnc2)C1	1.8µM*	-16*
29	O=C(CN1CCc2ccccc2C1)Nc1ccccc1Cl	?	/
30	CCOC(=O)c1c(-c2ccccc2)csc1N1C(=O)Nc2ccccc2N1O	?	/
31	CC(C)(C)n1cnc2cc(NCc3ccc(Br)cc3)ccc21	?	/
32	CC(=O)N1CCOc2ccc(S(=O)(=O)Nc3cccc(C)c3)cc21	?	/

Whole records as entered above.
COc1ccccc1N1C(=O)[C@@H]2[C@H](C1=O)[C@H](C(=O)c1ccc(OC(C)=O)cc1)N1N=CC=C[C@@H]21 as listed: S3 lipid droplet = ?; S3 lipid droplet cell count max = /
Cc1ccc(-c2sc(-c3cccnc3)nc2CC(=O)O)cc1 as listed: S3 lipid droplet = 9%; S3 lipid droplet cell count max = -20
CCCCNC(=O)CSc1nc2cc3c(cc2c(=O)n1CCCC(=O)NCCc1ccc(OC)c(OC)c1)OCO3 as listed: S3 lipid droplet = 1%; S3 lipid droplet cell count max = 9

Going on with the list:
entry	smiles	S3 lipid droplet	S3 lipid droplet cell count max
33	Cc1ccc(NC(=O)C2CCCN2C(=O)Oc2ccccc2)cc1 (stereo not drawn)	?	/
34	COc1ccc(C(=O)/C=C/c2cc(OC)c(O)c(OC)c2)c(F)c1	?	/
35	COC(=O)[C@H](C)NC(=O)NCCC1=CCCCC1	-15%	1
36	COc1ccc(NC(=O)O/N=C/c2ccc(N(C)C)cc2)cc1	?	/
37	O=C(OC(C(=O)NC1CCCC1)c1ccncc1)C1=Cc2ccccc2OC1 (stereo not drawn)	-5%	-12
38	O=C(O)c1cccc(NC(=S)NC(NC(=O)c2ccccc2[N+](=O)[O-])C(Cl)(Cl)Cl)c1 (stereo not drawn)	5%	11
39	CN(Cc1ccccc1)C(=O)c1cn(C)c2ccc(S(=O)(=O)N3CCCC3)cc2c1=O	i	-18
40	CCCOc1cccc(C(=O)N(Cc2ccccc2)C2CCS(=O)(=O)C2)c1 (stereo not drawn)	i	-16
41	CSc1ccc(CCNS(=O)(=O)c2ccc3c(c2)C(C)(C)C(=O)N3C)cc1	?	/
42	C[N+](C)(C)CCCC(=O)c1ccc2c(c1)OCO2	?	/
43	COc1cccc(-n2c(SCC(=O)Nc3cc(C)on3)nc3ccccc3c2=O)c1	?	/
44	COc1cc(OC)c(NC(=O)CCNC(=O)Cn2ccc3ccccc3c2=O)cc1Cl	?	/
45	CCOc1ccc(NC(=O)CN(C)C(=O)CCNC(=O)c2ccccc2Cl)cc1OCC	?	/
46	COc1ccccc1N1CCN(Cc2nc3ccsc3c(=O)[nH]2)CC1	?	/
47	CCn1c(C)c(C(C)=O)c(SC)nc1=S	23µM*	-9.1*
48	Cc1ccc(S(=O)(=O)NC(=O)N2CCCN(Cc3ccc(F)cc3)CC2)cc1	?	/
49	O=C(NCC(c1cccnc1)N1CCOCC1)c1cccs1 (stereo not drawn)	i	/
50	CC[C@H](C)NC(=O)CCCCCn1c(=S)[nH]c2c([nH]c3ccc(OC)cc32)c1=O	-13%	-11
51	Cn1nc(CC(=O)Nc2ccc3c(c2)CCC3)c2ccccc2c1=O	?	/
52	CC(OC(=O)c1ccc(S(=O)(=O)NCc2ccco2)cc1)C(=O)Nc1ccc(Cl)cn1 (stereo not drawn)	?	/
53	CSc1nnc(NC(=O)C2CCCCC2)s1	?	/
54	O=C(N/N=C/c1cccs1)c1ccc2ccccc2c1	i	/
55	CC(C)C[C@H](NC(=O)c1[nH]cnc1C(=O)N[C@@H](C)c1ccccc1)C(=O)OC(C)(C)C	?	/
56	CCN(CCO)c1ncnc2onc(-c3ccc(F)cc3)c12	-2%	2
57	O=C(COC(=O)/C=C/c1cccc(C(F)(F)F)c1)NC(=O)NCc1ccccc1	?	/
58	Cc1ccc(S(=O)(=O)N/N=C/c2c(C)nn(-c3ccccc3)c2C)cc1	?	/
59	CCOc1cc(C=O)ccc1OS(=O)(=O)c1ccc(NC(C)=O)cc1	6%	16
60	COc1ccc(N(CC(=O)Nc2ccc(C)c(F)c2)S(=O)(=O)c2c(C)noc2C)cc1	i	-14
61	O=C(NCC1OCCc2ccccc21)c1cc(COc2ccc(F)cc2Cl)on1 (stereo not drawn)	?	/
62	O=S(=O)(Nc1cccc(S(=O)(=O)N2CCCCCC2)c1)c1ccccc1	-11%	9
63	COc1ccc(/C=C2\SC(=O)N(CCc3nnc(N)s3)C2=O)cc1	?	/
64	Cc1onc(-c2ccccc2)c1NC(=O)N(CCC#N)Cc1ccccc1	3%	8
65	CCCCOc1ccc(OCCNC(=O)c2ccco2)cc1	?	/
66	COc1ccc(NC2CCCN(C(=O)CCN3CCCO3)C2)cc1 (stereo not drawn)	-12%	6
67	CC(=O)Nc1cc2nn(-c3ccccc3)nc2cc1Cl	?	/
68	O=S1CCCSC1c1cccnc1 (stereo not drawn)	21%	/
69	Cc1ccc(S(=O)(=O)CC(=O)c2cc(C)c(O)c(C)c2)cc1	?	/
70	O=C(CSc1ccccc1C(=O)O)NCC1CCCCC1	?	/
71	O=C(CSc1nnc(CNC(=O)C23CC4CC(CC(C4)C2)C3)n1-c1ccc(F)cc1)Nc1ccccc1	-6%	15
72	Cc1cc(Cl)c(S(=O)(=O)NC2CCCC2)cc1OCC(=O)NC1CCCCC1	-3%	-1
73	COCCn1c(N)c(N(Cc2ccccc2)C(=O)c2oc3ccccc3c2C)c(=O)[nH]c1=O	-1%	9
74	CS(=O)(=O)N1CCC(C(=O)Nc2c(F)cccc2F)CC1	?	/
75	Cc1nc(N2CCCCC2)nc(N2CCCCC2)c1C=O	14%	8
76	COc1ccc(OC)c(NC(=S)NN2CCOCC2)c1	11%	14
77	O=[N+]([O-])c1cc(Cl)cc(/C=N/Nc2nc3ccccc3s2)c1O	20%	5
78	O=C(CCCN1CCC(O)(c2cccc(C(F)(F)F)c2)CC1)c1ccc(F)cc1	?	/
79	O=C(COC(=O)c1cc(S(=O)(=O)N2CCOCC2)ccc1F)c1ccc[nH]1	-5%	-16
80	CN(C(=O)c1cc2ccccc2oc1=O)C1(C)CCS(=O)(=O)C1 (stereo not drawn)	?	/
81	CCC(=O)C1CCCN(C(=O)c2ccc3nc(-c4cccc(OC)c4)oc3c2)C1 (stereo not drawn)	-20%	0
82	Cc1cccc(C)c1NC(=O)CCCCCNS(=O)(=O)c1ccccc1	5%	22
83	COc1ccc(-c2cc3ccccc3n2CC(O)CNC(CO)(CO)CO)cc1 (stereo not drawn)	?	/
84	CCN(c1ccc(OC)cc1)S(=O)(=O)c1csc(C(=O)N2CCCC2)c1	i	-24
85	NC(=O)CSc1nnc(-c2cc(-c3cccs3)nc3ccccc23)o1	?	/
86	NC(=O)CC[C@@H]1NC(=O)[C@H](CO)NC(=O)c2cc([N+](=O)[O-])cc(I)c2NCCC[C@@H](C(N)=O)NC(=O)[C@H](Cc2ccc(O)cc2)NC1=O	14%	1
87	COc1ccc(OC)c(CNC(=O)C2CCCN(c3nc4ccccc4o3)C2)c1 (stereo not drawn)	-1%	-10
88	Cc1ccc(NC2(c3nnnn3-c3c(C)cccc3C)CCCCC2)cc1	?	/

(more compounds)
entry	smiles	S3 lipid droplet	S3 lipid droplet cell count max
89	Nc1cccn2c(-c3ccc(Cl)cc3)cnc12	?	/
90	CCOC(=O)C1CCN(C(=O)COC(=O)c2ccc(=O)n(Cc3ccccc3)n2)CC1	-7%[0.0737 µM]	11
91	COc1ccc(C(=O)NCC(=O)Nc2ccc(F)cc2)cc1OC	?	/
92	CSCCCNC(=O)c1ccc(OC2CCN(CCc3ccccc3)CC2)cc1	11%	-10
93	C=CCOCCN(C)C1=NS(=O)(=O)c2ccccc21	7%	5
94	O=C(NC(c1ccccc1)c1ccccc1)C1(c2cccs2)CCOCC1	?	/
95	O=C(COC(=O)CCC(=O)c1ccc(F)cc1)Nc1ccc(F)cc1F	?	/
96	Cc1ccc(C(=O)C(=O)c2ccc(C)c(N)c2)cc1N	7%	16
97	COc1cc(-c2nnco2)cc(OC)c1OC	4%	3
98	CCOC(=O)CCNC(=O)c1ccccc1Br	?	/
99	CCc1ccccc1N=C1S/C(=C/c2ccccc2OCC(=O)N2CCOCC2)C(=O)N1C	?	/
100	O=c1c(Cc2ccc(Cl)cc2)c(O)ccn1Cc1cccc(Cl)c1	?	/
101	CCc1c(O)nc(SCC(=O)Nc2cc(C)on2)n(-c2ccccc2)c1=O	-15%	18
102	C=CCOC(=O)C1=C[C@@H](c2ccccc2)[C@H](CCCO)[C@@H](OCC)O1	?	/
103	O=C(NCCc1ccc(C(F)(F)F)cc1)C1CC(=O)N(c2ccc3c(c2)OCCO3)C1 (stereo not drawn)	?	/
104	O=C(Cn1c(=O)[nH]n(-c2ccccc2)c1=O)N1CCCc2ccccc21	i	/
105	COc1ccc(C(=O)NC2CC(C)(C)NC(C)(C)C2)cc1OC	3%	12
106	CCOC(=O)c1c(NC(=O)CSc2nc3ccccc3s2)sc(C)c1C	-7%	-14
107	COc1ccc(CCC(C)Nc2ccc(F)c(F)c2)cc1 (stereo not drawn)	?	/
108	CCN(CC)C1=CC2=CC(=C(C#N)C#N)CCC2CC1 (stereo not drawn)	?	/
109	Cc1ccccc1-c1noc(-c2ccccc2C(=O)N2CCCC2)n1	?	/
110	CC(Oc1ccccc1)C(=O)N(CCC1=CCCCC1)c1c(N)n(Cc2ccccc2)c(=O)[nH]c1=O (stereo not drawn)	?	/
111	CCOc1ccc(C(c2c(NC(=O)c3ccccc3)sc(C)c2C)N2CCN(CCO)CC2)cc1 (stereo not drawn)	?	/
112	Cn1c(=NC(=O)COc2ccccc2)sc2cccc(F)c21	?	/
113	Cc1ccc(C2(CCN)CCOC(C(C)C)C2)cc1 (stereo not drawn)	1%	-17
114	COc1cccc(N=Nc2ccc3ccccc3c2O)c1	?	/
115	O=[N+]([O-])c1ccc(/C=C/c2ccc3cccc([N+](=O)[O-])c3n2)cc1	?	/

Of the compounds above, these contain bromine.
entry	smiles	S3 lipid droplet	S3 lipid droplet cell count max
31	CC(C)(C)n1cnc2cc(NCc3ccc(Br)cc3)ccc21	?	/
98	CCOC(=O)CCNC(=O)c1ccccc1Br	?	/

These rows are one share of the data; rates above refer to the full screens.
